Screening data: PubChem BioAssay, Sanford-Burnham Center for Chemical Genomics
mIAP activ – increases mouse intestinal alkaline phosphatase activity; activation factor at 10 µM; hit rate 0.24% among 330,000; muIAP, CDP-Star luminescence, 30 min; hits give high values; 1 = vehicle-only enzyme signal, 0 = enzyme-free wells;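 active = activation factor of at least 2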; note: the source names both 10 and 20 µM as test concentration; values of inactives mirror those of a sister screen read the other way
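also added = chemiluminescent substrate CDP-Star | test system = mouse IAP enzyme | signal = chemiluminescence readout | compound = DMSO-dissolved test compounds | incubation = 30 min at room temperature | benchmarks = DMSO wells, no-enzyme wells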
tim10-1 inh – growth inhibitors of tim10-1 mutant yeast; S. cerevisiae tim10-1 ts strain growth, BacTiter-Glo, 24 h; inhibition, % at 20 µM; hit rate 2.2% among 330,000;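 active = inhibition of at least 40%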;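 note: mutant grown at 25 °C; 0% = DMSO wells with yeast and 100% = wells holding no yeast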
TIM10 inh – growth inhibitors of TIM10 yeast strain; S. cerevisiae TIM10 strain growth, BacTiter-Glo luminescence, 24 h; inhibition, % at 10 µM; AID 463195; hit rate 1.4% among 330,000;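 active = inhibition of 40% or more at the single tested concentration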;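 note: wild-type TIM10 isogenic control strain grown at permissive 25 °C; 0% = DMSO yeast wells and 100% = minimal medium wells without yeast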
hIAP inh – blocks human intestinal alkaline phosphatase; P09923; purified IAP, CDP-Star luminescence, 30 min; inhibition, % at 10 µM; hit rate 0.12% among 330,000;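 active = inhibition reaching a set limit with compound at 10 µM in the primary screen, cut at about 35% in these data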;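 note: plate controls were DMSO wells with enzyme for no effect and no-enzyme buffer wells for full effect; values of inactives mirror those of a sister screen read the other way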
Target sequence (P09923 whole entry, looked up): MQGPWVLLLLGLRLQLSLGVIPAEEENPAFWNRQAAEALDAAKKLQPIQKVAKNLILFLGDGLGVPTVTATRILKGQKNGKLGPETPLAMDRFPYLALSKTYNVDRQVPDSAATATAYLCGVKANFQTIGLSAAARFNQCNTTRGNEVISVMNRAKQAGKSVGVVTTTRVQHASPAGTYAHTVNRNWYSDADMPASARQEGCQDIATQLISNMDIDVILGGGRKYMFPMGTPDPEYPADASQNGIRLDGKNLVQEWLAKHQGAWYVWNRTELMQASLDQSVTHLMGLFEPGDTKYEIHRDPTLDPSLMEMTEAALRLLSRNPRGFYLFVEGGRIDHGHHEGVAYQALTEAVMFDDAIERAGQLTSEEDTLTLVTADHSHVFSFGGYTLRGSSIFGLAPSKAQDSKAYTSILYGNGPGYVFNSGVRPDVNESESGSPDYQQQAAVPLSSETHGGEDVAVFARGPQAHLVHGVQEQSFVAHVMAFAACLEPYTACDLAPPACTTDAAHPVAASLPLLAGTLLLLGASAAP
A3G deaminase – blocks human APOBEC3G single-stranded DNA deamination; inhibition, % at 20 µM; AID 493012; hit rate 0.28% among 330,000; recombinant A3G, ssDNA deamination FAM/TAMRA fluorescence; Q9HC16;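 active = inhibition of at least 40% at 20 µM, with no more than 30% in the related APOBEC3A deaminase screen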;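 note: plate controls were DMSO wells with A3G for no effect and wells lacking A3G enzyme for full effect; some compounds called inactive have numbers as strong as hits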
Target sequence (Q9HC16 whole entry, looked up): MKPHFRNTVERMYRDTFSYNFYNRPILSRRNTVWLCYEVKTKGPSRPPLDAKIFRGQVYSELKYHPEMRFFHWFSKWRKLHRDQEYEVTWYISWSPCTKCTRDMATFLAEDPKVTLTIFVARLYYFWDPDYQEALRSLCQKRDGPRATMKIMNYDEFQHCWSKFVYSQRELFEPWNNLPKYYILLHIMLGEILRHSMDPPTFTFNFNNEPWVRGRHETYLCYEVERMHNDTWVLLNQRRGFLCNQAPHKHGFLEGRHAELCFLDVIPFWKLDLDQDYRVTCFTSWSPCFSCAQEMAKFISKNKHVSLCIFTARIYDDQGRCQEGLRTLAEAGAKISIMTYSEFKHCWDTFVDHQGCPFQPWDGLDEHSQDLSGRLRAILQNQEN
MIN6 prolif – inducers of beta-cell replication in MIN6 cells; hit rate 0.29% among 330,000; MIN6 cells proliferation, ATPlite luminescence, 48 h; cells starved in 0.2% serum; 100% = growth in 10% serum; AID 2380; proliferation, % at 10 µM;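 active = compounds whose signal lies at least 3.5 SD above the mean of all wells on their plate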;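 note: 0% = DMSO-treated cells in low-serum medium and 100% = 10% serum control; some compounds called inactive have numbers as strong as hits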
mIAP block – mouse IAP inhibition. inhibition, % at 10 µM. hit rate 0.2% among 330,000. purified mouse IAP, CDP-Star luminescence, 30 min;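 active = inhibition of at least 40% at 10 µM in the primary screen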;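 note: plate controls were DMSO with enzyme for no effect and no enzyme wells for full effect; values of inactives mirror those of a sister screen read the other way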
A3A deaminase – human APOBEC3A DNA deaminase inhibition. recombinant A3A, FAM/TAMRA ssDNA deamination fluorescence. inhibition, % at 20 µM. hit rate 0.41% among 330,000;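 active = at least 40% inhibition at 20 µM here, with at most 30% in a related deaminase screen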;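 note: plate controls were A3A with DMSO for no effect and wells lacking A3A enzyme for full effect; some results filed as inactive read as strong as hits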
Target sequence (P31941 whole entry, looked up): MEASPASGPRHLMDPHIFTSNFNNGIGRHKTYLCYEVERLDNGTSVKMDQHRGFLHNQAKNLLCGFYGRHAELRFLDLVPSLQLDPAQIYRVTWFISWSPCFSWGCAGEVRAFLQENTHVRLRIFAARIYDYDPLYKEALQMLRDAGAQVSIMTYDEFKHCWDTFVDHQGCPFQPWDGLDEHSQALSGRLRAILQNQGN
NLRP3 yeast inh – NALP3 inhibition in yeast; inhibition, % at 10 µM; Yeast reconstituted NLRP3/ASC/caspase-1, beta-gal luminescence, 24 h; hit rate 0.39% among 330,000; AID 2825;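 active = inhibition of 50% or more; inactive = inhibition below 50%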;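 note: plate controls were induced DMSO wells for no effect and uninduced yeast grown without galactose for full effect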
* = called active by the depositor.

Start of the data: the first 2 records as a preview:
Under each structure: mIAP activ	tim10-1 inh	TIM10 inh	hIAP inh	A3G deaminase	MIN6 prolif	mIAP block	A3A deaminase	NLRP3 yeast inh
O=S(=O)(NCC1CCCO1)c1ccc(Oc2ccccc2)cc1 (stereo not given)
  1	20	3	17	0	-3	-2	5	33
O=C(/C=C/NCC(=O)c1ccccc1)c1ccc(Br)cc1
  0.95	27	22	7	1	0	5	1	-1

The list itself (from the top)
Under each structure: mIAP activ	tim10-1 inh	TIM10 inh	hIAP inh	A3G deaminase	MIN6 prolif	mIAP block	A3A deaminase	NLRP3 yeast inh
O=S(=O)(NCC1CCCO1)c1ccc(Oc2ccccc2)cc1 (stereo not given)
  1	20	3	17	0	-3	-2	5	33
O=C(/C=C/NCC(=O)c1ccccc1)c1ccc(Br)cc1
  0.95	27	22	7	1	0	5	1	-1
CCOC(=O)C1CCN(C(=O)C(CCSC)NC(=O)c2ccccc2OC)CC1 (stereo not given)
  1	-7	-13	4	-7	-5	-3	-4	5
CN(C)N=Nc1ccc(-c2cn(Cc3ccccc3)cn2)cc1
  0.98	16	5	-59	-6	-3	2	-6	40
C/C(=N\NC(=O)CN(c1ccc(C)cc1)S(C)(=O)=O)c1cccs1
  0.99	8	7	-7	-5	0	1	0	12
O=C(CCc1nc2ccccc2c(=O)[nH]1)N1CCN(c2ccc(F)cc2)CC1
  0.99	15	17	8	-10	-3	1	-4	-18
CCCc1nnc(NC(=O)CCC(=O)NCc2ccc(OC)cc2)s1
  0.98	-4	2	10	-2	0	2	-1	9
Cc1nc2ccc(C(=O)OCc3ccccc3Br)cc2nc1C
  0.9	21	-1	12	7	2	10	2	14
COc1ccc(Br)cc1CN1CCCC(C(=O)N2CCCCCC2)C1 (stereo not given)
  0.97	2	6	-16	-1	-4	3	-1	16
COc1c(Br)cc2c(C)c(C(=O)O)oc2c1Br
  1	3	3	-3	-2	-1	-3	4	18
O=C(NCc1ccc(F)cc1)C1CCN(S(=O)(=O)c2cccnc2)CC1
  1	-3	11	-7	-5	-1	-4	-1	7
NC(=O)C1=C[C@@H](c2ccccc2)C[C@@H](OCCCCO)O1
  1	5	5	-19	-7	-2	-4	-5	18
Cc1nn2c(CN(C(=O)COc3ccccc3)c3ccccc3)nnc2c2ccccc12
  0.99	2	19	5	-2	4	1	6	19
CN(C)Cc1nc2ccccc2c(=O)n1CC(=O)Nc1cccc(S(=O)(=O)N2CCOCC2)c1
  1	-6	12	7	-4	-4	0	-2	14
O=C(NCc1ccc(F)cc1)c1cccc2c1C(=O)c1ccc(Cl)cc1S2(=O)=O
  0.89	-17	-17	-2	-10	-5	11	-5	5
C=CCn1c(SCC(N)=O)nnc1-c1cccc(Br)c1
  1.1	-6	-10	-6	4	-3	-6	4	0
c1ccc2c(c1)oc1c(Nc3ccc4c(c3)OCO4)ncnc12
  0.92	5	4	-4	2	-2	8	6	12
Cc1cnc(NC(=O)c2ccncc2)s1
  1.1	15	-3	-7	-7	-1	-9	-2	5
COc1ccc(CC(=O)Nc2nc(-c3ccc(F)c(F)c3)cs2)cc1
  1.3	12	33	1	-6	-3	-32	-1	36
Cc1ccc(S(=O)(=O)Oc2ccccc2/C=N/NC(=O)c2nn(C)cc2[N+](=O)[O-])cc1
  0.96	10	9	0	6	-1	4	3	24

Continuation:
Under each structure: mIAP activ	tim10-1 inh	TIM10 inh	hIAP inh	A3G deaminase	MIN6 prolif	mIAP block	A3A deaminase	NLRP3 yeast inh
O=C1CCCc2c1cc(C(=O)NCc1ccco1)c(=O)n2-c1ccccc1
  0.94	6	-5	5	-1	-2	6	2	12
COc1ccc(Br)cc1S(=O)(=O)n1nc(C)cc1C
  0.95	9	1	16	-5	-4	4	-6	1
COc1ccc(S(=O)(=O)N(C)Cc2cccs2)cc1Br
  1.1	19	20	2	-6	0	-6	1	32
C=CCN1C(=O)CC(C(=O)NC)SC1=Nc1ccc(C(=O)OCC)cc1 (stereo not given)
  1	9	2	0	0	-3	0	1	2
COc1cccc(C2CC(=O)Nc3cc4c(cc32)CCC4)c1 (stereo not given)
  0.96	3	19	6	-5	-5	4	1	24
CCOC(=O)c1c(C)n(O)c2ccc(Cl)cc2c1=O
  1.1	-23	-1	2	-6	-3	-6	-1	4
O=C(CN1C(=O)NC2(CCCCC2)C1=O)N1CCOCC1
  0.96	8	8	9	0	-1	4	3	8
COC(=O)c1ccccc1NC(=O)c1noc2c1CC(C(C)(C)C)CC2 (stereo not given)
  0.76	14	2	-2	0	-1	24	6	11
COc1cccc(NC(=O)CSc2nc3ccccc3cc2Cc2ccccc2)c1
  0.9	15	9	-3	-3	-3	10	1	13
COc1ccccc1N1CCN(C2CCN(C(=O)c3cccs3)CC2)CC1
  0.92	4	-10	-2	-2	-2	8	0	7
CS(=O)(=O)Oc1ccc(/C=N/NC(=O)c2ccncc2)cc1
  1.1	-8	-1	-13	-1	-4	-9	4	-10
CC(C)CC(O)(CC(C)C)C(=O)NNc1ccccc1
  0.94	-20	3	4	-3	3	6	-9	2
CCCn1c(N2CCN(CC(=O)c3c(C)n(C)c4ccccc34)CC2)nc2c1c(=O)[nH]c(=O)n2C
  1.2	-18	-12	-62	-4	-2	-18	-5	13
Nc1cccc(CP(=O)(c2ccccc2)c2ccccc2)c1
  1	-9	12	2	4	0	-3	5	13
COc1cc(CO)cc(Br)c1OCC(=O)Nc1cccc2ccccc12
  0.97	21	-10	-4	3	-1	2	5	28
COc1ccc(OC)c(-n2nnnc2SCC(=O)Nc2ccccc2N2CCOCC2)c1
  0.95	19	17	-4	-8	4	5	-4	-2
COc1ccc(S(=O)(=O)N(CC(=O)NCc2cccnc2)Cc2ccccc2)cc1
  1.1	32	-6	-7	-5	0	-8	-4	-14
O=C(Nc1ccccc1Sc1ccccc1)c1ccccc1
  0.9	17	3	11	-1	1	10	1	5
C=CCn1c(SCc2ccccc2C#N)nnc1-c1cc(Br)ccc1O
  1	44*	5	-23	-2	-1	-2	3	2
O=C(CSc1nnnn1-c1ccccc1)N1CCc2ccccc2C1
  1	16	20	2	-5	7	-5	-4	13

Remaining list, next part
Under each structure: mIAP activ	tim10-1 inh	TIM10 inh	hIAP inh	A3G deaminase	MIN6 prolif	mIAP block	A3A deaminase	NLRP3 yeast inh
O=C(COc1ccccc1Cl)Nc1ccccc1C(=O)Nc1cccc(C(=O)O)c1
  0.98	5	-4	-4	-5	-3	2	-3	4
COc1ccc(N2C(=O)C3CCCN3C2c2cccc(C)c2)cc1Cl (stereo not given)
  1.1	0	-11	15	0	-3	-8	0	17
CN(C)S(=O)(=O)c1cc(C(=O)Nc2ccn(C)n2)c(Cl)cc1Cl
  1	10	9	-3	-1	2	-3	3	5
O=C(NCc1cccnc1)C1CCN(c2ccc(S(=O)(=O)N3CCOCC3)cc2Cl)CC1
  1	10	1	0	-2	-2	0	2	10
C/C(CC(=O)Nc1ccc(Cl)cc1C(F)(F)F)=N\NC(N)=S
  0.89	-2	5	-14	-8	-3	11	-3	19
CC1=C(C#N)C(=O)N(C2CCS(=O)(=O)C2)C(=O)/C1=C\c1ccc(C)o1 (stereo not given)
  0.95	17	17	12	51	-1	5	52	11
Cc1cccc(OCc2nnc(N)s2)c1C
  0.99	8	12	14	-9	-1	1	-4	21
COCCC(=O)N1CCCC(CCC(=O)NCc2ccc(F)c(F)c2)C1 (stereo not given)
  0.92	9	-1	-6	-6	0	8	4	11
CC(NC(=O)c1cccc(S(=O)(=O)N2CCN(C)CC2)c1)C1CC2CCC1C2 (stereo not given)
  0.97	19	-13	-10	-1	-3	2	4	-1
CCOc1ccc(Br)cc1S(=O)(=O)NCCN1CCCC1
  1	11	2	-25	-4	-5	-3	-1	10
Cc1cccc(NC(=O)CNC(=O)c2cn(Cc3ccccc3)nc2-c2cccnc2)c1C
  1	16	2	10	-5	3	-1	-4	9
O=C1CSC(=S)N1/N=C/c1ccc(Cl)c([N+](=O)[O-])c1
  0.49	18	1	-3	-1	-6	50*	8	10
Cc1oc2ccc(NS(=O)(=O)c3ccccc3)cc2c1C(=O)Nc1ccccc1
  0.98	27	16	9	0	-5	2	1	5
Cc1cccc(CC(C)NC(=O)CCc2nnc(-c3ccccc3)o2)n1 (stereo not given)
  0.96	-3	-23	10	-6	2	4	0	12
O=C(NC1CCC(O)CC1)c1cccc2cccnc12 (stereo not given)
  0.88	-11	4	8	-13	6	12	-6	15
Cc1nc(S(=O)(=O)c2ccc(Cl)cc2Cl)nc2c1CCC2
  1	14	12	-1	1	0	-2	6	-5
CCOC(=O)c1ccc(-n2c(CC)nc3ccccc3c2=O)cc1
  0.99	11	-9	-5	-6	-1	0	2	5
O=S1(=O)CC/C(=N/Nc2ccccn2)c2cc(F)ccc21
  1.1	30	6	-14	4	-2	-14	-14	-1
CC(NC(=O)c1ccc(C(F)(F)F)cc1)C(c1ccccc1)N1CCOCC1 (stereo not given)
  0.96	16	8	-8	-8	-2	4	-3	13
Cc1ccc2nc(-c3ccc(NC(=O)COCC(=O)O)cc3)sc2c1
  0.99	12	19	-10	2	-3	1	4	2

Next entries
Under each structure: mIAP activ	tim10-1 inh	TIM10 inh	hIAP inh	A3G deaminase	MIN6 prolif	mIAP block	A3A deaminase	NLRP3 yeast inh
COc1ccc(Nc2nc(N)nc(CSc3nccc(C)n3)n2)cc1
  1	23	17	9	-2	0	-2	-3	14
C[C@H](CO)N1C[C@H](C)[C@H](CN(C)S(=O)(=O)c2cn(C)cn2)Oc2ccc(NC(=O)Nc3ccc(C(F)(F)F)cc3)cc2CC1=O
  2.7*	0	-4	-8	-2	-5	-169	-2	13
C/C=C\C=C/C(=O)Nc1cccc(C2=NOC3(C2)C[C@@H](C(N)=O)N(C(=O)C2(C)CC2)C3)c1 (stereo not given in full)
  0.98	-5	4	2	-5	-2	2	-2	-9
O=C(NCc1ccc(Cl)cc1)C1CCCN(c2cnccn2)C1 (stereo not given)
  0.98	10	-4	-5	-5	-2	2	-6	-3
O=S(=O)(c1cccc2cccnc12)N(CCO)CCO
  1	-29	8	7	-5	0	0	1	3
Cc1ccc(S(=O)(=O)N2CCCC(C(=O)NC3=NCCS3)C2)cc1 (stereo not given)
  1	-7	-2	2	3	-1	-5	5	-3
O=C(CSc1nc2ccccc2c(=O)[nH]1)Nc1ccc(N2CCOCC2)c(Cl)c1
  0.91	-21	-14	8	-5	0	10	0	9
CCC(=O)Nc1cccc(-n2nnnc2SCC(=O)N(C(C)C)C(C)C)c1
  1	-13	-6	-27	-6	-2	-5	-3	26
O=C(O)CCCNC(=O)CCn1nnc2ccccc2c1=O
  0.94	-4	-3	3	-3	0	6	-2	2
CC(C)(C)NCC(O)COc1cccc2[nH]c(=O)[nH]c12 (stereo not given)
  1.1	-3	-6	-8	-6	-5	-14	0	12
CCCCc1n[nH]c2c1/C(=N/OCC)CC(C)(C)C2
  1	8	18	-15	-1	9.1*	-3	2	13
COc1ccc(C2/C(=C(/O)c3ccc(S(=O)(=O)N4CCOCC4)cc3)C(=O)C(=O)N2CCN2CCOCC2)cc1 (stereo not given)
  1	6	-1	-8	-14	-3	-4	-5	8
C/C(=N\NC(=O)CN1CCN(Cc2ccc(C)cc2)CC1)c1ccncc1
  0.99	-2	-3	1	0	-1	1	-1	3
Cc1nc(SCc2ccc(F)cc2)n[nH]1
  0.92	0	19	-14	-9	4	8	-2	24
O=C(COc1ccc([N+](=O)[O-])cc1)NCCc1nc2ccccc2[nH]1
  0.98	19	11	7	-6	1	2	-1	13
COc1ccc(N2CCN(CCN3C(=O)c4ccccc4C3=O)CC2)cc1
  1.1	2	-10	-12	-1	1	-14	6	13
COc1ccc(CCNC(=O)c2ccccc2Cl)cc1OC
  0.93	-13	-13	0	-12	-1	7	-3	28
